aGal spleen mod: inhibitors or activators of human alpha-galactosidase in spleen homogenate; Potency, µM (top dose mostly 80 µM), inactives show at the highest dose activity change, negative = inhibition, hits mostly inhibitors; P06280; 240,000 tested, 0.008% active; human spleen homogenate, 4MU-alpha-Gal fluorescence, 40 min;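 further: 0% = enzyme with vehicle and -100% = no enzyme basal signal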
Target sequence (P06280 32-429 limits assumed): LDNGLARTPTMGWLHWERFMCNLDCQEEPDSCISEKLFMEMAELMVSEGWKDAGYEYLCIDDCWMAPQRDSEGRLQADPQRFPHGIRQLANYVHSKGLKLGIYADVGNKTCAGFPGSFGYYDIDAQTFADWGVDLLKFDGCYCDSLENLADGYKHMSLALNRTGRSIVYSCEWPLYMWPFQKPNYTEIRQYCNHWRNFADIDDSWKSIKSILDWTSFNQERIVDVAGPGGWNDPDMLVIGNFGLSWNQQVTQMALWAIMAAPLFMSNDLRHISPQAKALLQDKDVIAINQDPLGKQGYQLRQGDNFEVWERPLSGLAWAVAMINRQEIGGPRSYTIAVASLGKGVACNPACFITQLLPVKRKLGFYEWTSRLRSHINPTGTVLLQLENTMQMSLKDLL
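Human spleen homogenate (1 ug) was the enzyme source, with 4-methylumbelliferyl-alpha-D-galactopyranoside (1 mM final) in pH 5.0 citrate buffer with 0.01% Tween-20. Compounds were titrated; after 40 min at 37C, NaOH/glycine stop, 4-MU fluorescence read; AC50 from Hill fits.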
Tau fibril ThT: tau fibrillization inhibition (ThT binding). 270,000 tested, 2.1% active. Potency, µM (doses to about 57.4 µM), for inactives: at the top dose activity, negative = inhibition, hits mostly inhibitors. recombinant tau K18 P301L, heparin-induced fibrillization, ThT fluorescence. AID 1460; further: on the % scale 0 is the no-effect control and ±100 the full control effect; nearly all actives have a fitted effect of over 55% in size
Target sequence (P10636 561-689 P618L limits assumed): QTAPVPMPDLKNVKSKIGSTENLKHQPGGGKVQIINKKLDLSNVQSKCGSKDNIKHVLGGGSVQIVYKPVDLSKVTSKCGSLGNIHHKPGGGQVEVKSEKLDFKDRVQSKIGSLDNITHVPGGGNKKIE
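ThT emission at 510 nm, taken 1 hr after adding 30 uM dye, quantifies aggregates formed when 20 uM heparin acts on human tau K18 P301L for 6 hr at 37 C.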
Tau FP inhib: blocks human tau fibril formation measured by polarization. P10636. K18 P301L tau heparin fibrillization, Alexa594 FP, 6 h. Potency, µM (doses to about 57.7 µM), inactives show at the top dose activity, negative = inhibition, usual class: inhibitors. 280,000 tested, 0.39% active. AID 1468; further: on the % scale 0 is the no-effect control and ±100 the full control effect; nearly all actives have a fitted effect of over 55% in size
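Human tau K18 […] P301L fragment, 15 uM unlabeled plus 0.24 uM Alexa 594-labeled tau (final), with compound and 20 uM heparin in 100 mM sodium acetate pH 7; 6 hr at 37 C, then Alexa 594 FP read.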
Tau fluor cs: counter-screen for tau fibril formation inhibitors; tau K18 P301L Alexa594 fluorescence, heparin fibrillization; Potency, µM (doses to about 57.7 µM), for inactives: at the highest dose activity change, negative = decrease; 280,000 tested, 0.93% active; AID 1463; further: on the % scale 0 is the no-effect control and ±100 the full control effect; nearly all actives have a fitted effect of over 55% in size
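Human tau K18 P301L (15 uM unlabeled, 0.24 uM Alexa 594-labeled) in 100 mM sodium acetate pH 7 with 20 uM heparin, 6 hr at 37 C. ThT 30 uM added, 1 hr ambient; Alexa 594 FP and total fluorescence read at 555/632 nm.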
aGlu spleen mod: inhibits or activates alpha-glucosidase in human spleen homogenate; AID 2112; P10253; Potency, µM (top dose mostly 79.9 µM), inactives show top-dose activity change, negative = inhibition, usual class: inhibitors; 240,000 tested, 0.006% active; human spleen homogenate, 4-MU-alpha-glucoside fluorescence;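 further: 0% = enzyme with vehicle and -100% = no enzyme basal signal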
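AC50 values come from Hill-equation fits of concentration-response data, normalized to no-enzyme and full-activity controls. Enzyme source: 1 ug human spleen homogenate; 1 mM fluorogenic 4-MU glucoside, pH 5.0 citrate buffer, 37 C, 40 min.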
HTT cytoprotect: protects HTT-Q103 PC12 cells, measured by ATP; PC12 HTT-Q103 induced, cytoprotection, ATP luminescence, 40 h; Potency, µM (titrated, usually from 56.4 µM), inactives show cytoprotection (ATP increase), usual class: activators; 230,000 tested, 0.14% active; AID 1471;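 further: % of control where 0% means no effect; nearly all actives have a fitted effect of over 45% in size; toxic huntingtin expression switched on by the ecdysone agonist tebufenozide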
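PC12 cells stably carrying ecdysone-inducible Htt exon 1 (Q103)–GFP were induced with 100 nM tebufenozide (final) alongside library compounds in a dose series. Cytoprotection was scored as retained ATP by ATPlite luminescence.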
GAA inh: alpha-glucosidase (human) inhibition | purified human GAA, 4-MU-alpha-glucoside fluorescence | AID 1466 | 200,000 tested, 0.005% active | Potency, µM (series often up to 76.9 µM), inactives show top-dose activity change, negative = inhibition, actives largely listed as inhibitors | P10253;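 further: plate controls were uninhibited enzyme wells for no effect and no-enzyme background for full effect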
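qHTS format, compound range up to 77 uM. Human lysosomal enzyme at 4 nM, 400 uM 4-MU glucoside substrate, pH 5.0, 20 min room temperature; fluorescence after alkaline stop gives activity normalized to controls.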
GAA glycogen mod: inhibitors or activators of human alpha-glucosidase glycogen cleavage. P10253. recombinant GAA, glycogen substrate, Amplex Red glucose oxidase fluorescence. Potency, µM (series often up to 76.4 µM), for inactives: top-dose activity change, negative = inhibition, usual class: inhibitors. 300,000 tested, 0.38% active;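 further: 0% = full enzyme reaction and -100% = no-enzyme basal signal; the screen sought inhibitors and activators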
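Natural-substrate format: glycogen cleavage by 4 nM human enzyme, glucose read by Amplex Red coupling (Ex 573, Em 610 nm). Normalized to enzyme and no-enzyme controls.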
An asterisk follows results filed as active; u = inconclusive; x = no result given; & = joins results of further samples; [ ] = another dose, or the depositor's remark. The call rests on the fitted dose curve; in most records, active means well fitted curve in the direction sought with a large enough effect; inconclusive means small, poorly fitted or top-dose-only effect, or another doubt; inactive means no such curve, though single readings can be large; an effect the other way counts as inactive or inconclusive. Potency means the concentration at half of the fitted maximal effect.

Values run as follows: aGal spleen mod	Tau fibril ThT	Tau FP inhib	Tau fluor cs	aGlu spleen mod	HTT cytoprotect	GAA inh	GAA glycogen mod
#1 CC(C)c1ccc(-n2c(O)c(C=NC(CCS(C)=O)C(=O)O)c(=O)[nH]c2=S)cc1 (centres undefined)
 : 0%	-2%	-8%	5%	0%	10%[10 µM]	x	-3%
#2 CN(C)C=C1C(=O)N(C2CCCCC2)C(=O)N(C2CCCCC2)C1=O
 : 6%	u	-11%	-11%	5%	8%[10 µM]	-4%	-7%
#3 O=c1[nH]c(=O)n(Cc2ccccc2)c(O)c1/C=N/Nc1c(F)c(F)c(F)c(F)c1F
 : -4%	8%	9%	13%	-3%	-5%[10 µM]	-9%	-14%
#4 N=C(N)c1c(O)n(C2CCCCC2)c(=O)n(C2CCCCC2)c1=O
 : 1%	0%	28µM*	u	3%	-6%[10 µM]	-6%	-8%
#5 COc1ccc(-c2n(-c3ccccn3)c3ccccc3[n+]2-c2ccccn2)cc1
 : -3%	-9%	1%	-7%	-6%	9%[10 µM]	x	-6%
#6 O=c1c2ccccc2nc(-c2ccoc2)n1-c1ccccc1
 : -4%	-9%	0%	-7%	-6%	-3%	3%	-13%
#7 Cc1nc(N)sc1CCN
 : 8%&13%	3%&-14%	3%&-1%	-4%&-7%	-4%&19%	u	x	x
#8 CCn1c(O)c(C=NCCc2c[nH]c3ccccc23)c(=O)[nH]c1=O
 : 0%	3%	8%	3%	-6%	7%	-3%	-7%
#9 O=C1Nc2ccccc2C2(CCN(CCc3ccc(C(F)(F)F)cc3)CC2)O1
 : 20%&0%	u	-5%	-23%	-2%&2%	-74%[inhibitor]	x	x
#10 O=C(c1cc2ccccc2oc1=O)N1CCC2(CC1)OCCO2
 : 7%	-10%	-7%	-5%	0%	-1%[0.074 µM]	-1%	5%
#11 CCCNS(=O)(=O)c1ccc(OCC(=O)N2CCN(Cc3ccc4c(c3)OCO4)CC2)cc1
 : -5%	-3%	-4%	-4%	-4%	13%[1.9 µM]	-5%	-6%
#12 Cc1ccccc1NC(=O)CCl
 : 2%	3%	-2%	3%	-4%	14%[10 µM]	x	3%
#13 O=c1[nH]c(=O)n(Cc2ccco2)c(O)c1C=NCCCn1ccnc1
 : 0%	9%	-2%	1%	-8%	16%[10 µM]	-5%	8%
#14 COc1cccc(N2C(=O)NC(=O)/C(=C/c3ccc([N+](=O)[O-])s3)C2=O)c1
 : -1%	x	-95%	-51%	-4%	-9%[10 µM]	x	-7%
#15 Cc1ccsc1C(=O)C1CCCN(Cc2cnc(N3CCOCC3)s2)C1 (centres undefined)
 : -2%	-7%	2%	-6%	-2%	3%[10 µM]	x	6%
#16 CC(C)CCNC(=O)CN1C(=O)CN=C(c2ccccc2)c2ccccc21
 : 6%	-3%	4%	4%	-7%	-10%[10 µM]	x	-1%
#17 C=C(C)[C@H]1O[C@H]2CC[C@@]3(C)[C@@](O)(CC[C@H]4[C@@H]5OC(C)(C)[C@H]6C[C@@H]7C(=C)Cc8c(Cl)cc9[nH]c(c5c9c8[C@@]76O)[C@@]43C)[C@]23O[C@@H]3[C@H]1O
 : -3%	-15%	6%	u	-1%	-148%[inhibitor]	x	x
#18 O=C1NC(=O)N(Cc2ccccc2)C(=O)/C1=C\c1ccco1
 : 2%	u	-5%	-4%	7%	-3%[10 µM]	3%	-26%
#19 COC(=O)c1c(C)[nH]c(C(=O)C(C)[N+]23CCN(CC2)CC3)c1C (centres undefined)
 : 5%	-2%	1%	1%	0%	-11%	u	1%
#20 c1ccc2[nH]c(CCNC3CCCCC3)nc2c1
 : 2%	3%	3%	1%	0%	-2%	4%	4%
#21 CC(=NCC1CCCO1)c1c(O)n(Cc2ccccc2)c(=O)[nH]c1=O (centres undefined)
 : -15%	-23%	u	-11%	-5%	-12%[10 µM]	-6%	u
#22 CCC(=O)c1cn(Cc2ccccc2)c2ccccc12
 : -13%	-5%	3%	-16%	-7%	14%[10 µM]	-8%	-5%
#23 Cc1cccc(CN2CCCC(C(=O)c3cccc(OC(C)C)c3)C2)n1 (centres undefined)
 : 4%	-4%	-3%	-1%	5%	33%[10 µM]	-2%	-4%
#24 Cn1cc(/C=C(\C(=O)O)C(C(=O)O)=C2CCCCC2)c2ccccc21
 : 2%	-9%	2%	4%	-1%	-46%[inhibitor]	-3%	u
#25 CCCCCOc1c(OC)ccc2cc(C(=O)NCc3ccc4c(c3)OCO4)c(=O)[nH]c12
 : 8%	-24%	14%	-17%	-5%	-88%[inhibitor]	x	x
#26 CC1(C)N=C(c2ccccc2)[C@@H]2C(c3ccc([N+](=O)[O-])cc3)N21 (some centres undefined)
 : 0%	6%	4%	11%	5%	u	2%	4%
#27 COc1ccc(/C=C2\C(=N\O)C3CCN2CC3)cc1
 : 1%	-11%	u	4%	4%	-1%[10 µM]	-6%	0%
#28 Cc1ccc(C2N3CCCN23)cc1 (centres undefined)
 : 9%	x	0%	-8%	-1%	2%[10 µM]	x	-3%
#29 CCn1nc(/C=C/c2ccccc2)nc2c(=O)n(C)c(=O)nc1-2
 : 5%	-8%	2%	-5%	-9%	24%[10 µM]	7%	-9%
#30 COc1ccc2c(c1)[C@@]13CCCC[C@H]1[C@@H](C2)NCC3
 : 7%	-6%	-3%	-12%	-7%	x	x	x
#31 O=C(CN1CC(c2ccccc2)CC1=O)Nc1cccc(F)c1 (centres undefined)
 : -5%	3%	-5%	-10%	0%	-7%	-2%	3%
#32 CC1CCCC(NC(=O)COC(=O)Cc2ccccc2)C1C (centres undefined)
 : -4%	u	-6%	-19%	-5%	-6%	-4%	4%
#33 CCC(C#N)(CC)P(=S)(c1ccccc1)c1ccccc1
 : 1%	-3%	-2%	0%	-3%	5%[10 µM]	-2%	6%
#34 Cc1cc(N2C(=O)C3CCCN3C2c2sccc2C)no1 (centres undefined)
 : -9%	4%	0%	8%	1%	-9%	-9%	1%
#35 CC(C)[N+](C)(CCC(C(N)=O)(c1ccccc1)c1ccccc1)C(C)C
 : -8%	-1%&-12%	-1%&-15%	-1%&-8%	-10%	5%	6%[15.4 µM]	7%
#36 O=c1[nH]c(=O)n(Cc2ccccc2)c(O)c1C=Nc1ccc(CN2CCOCC2)cc1
 : -5%	1%	-1%	6%	-5%	-7%	5%	-5%
#37 C[C@@]12C=CC(=O)C=C1CCC1C2CC[C@]2(C)C(=O)CCC12 (some centres undefined)
 : -1%	-5%	0%	-4%	-5%	x	x	x
#38 O=C(c1ccc(N2CC3CC(C2)c2cccc(=O)n2C3)c([N+](=O)[O-])c1)N1CCCCC1 (centres undefined)
 : 3%	-4%	7%	-1%	0%	-3%[10 µM]	-3%	0%
#39 O=C1NC(=O)N(c2ccccc2)C(=O)/C1=C/C=C/c1ccco1
 : 4%	x	x	x	-5%	-11%[10 µM]	x	-15%
#40 c1ccc(CNC2=NCCS2)cc1
 : 11%	6%	-1%	0%	-3%	-25%	-8%	3%

Compounds listed so far that contain an NH in an aromatic ring (ten):
Values run as follows: aGal spleen mod	Tau fibril ThT	Tau FP inhib	Tau fluor cs	aGlu spleen mod	HTT cytoprotect	GAA inh	GAA glycogen mod
#1 CC(C)c1ccc(-n2c(O)c(C=NC(CCS(C)=O)C(=O)O)c(=O)[nH]c2=S)cc1 (centres undefined)
 : 0%	-2%	-8%	5%	0%	10%[10 µM]	x	-3%
#3 O=c1[nH]c(=O)n(Cc2ccccc2)c(O)c1/C=N/Nc1c(F)c(F)c(F)c(F)c1F
 : -4%	8%	9%	13%	-3%	-5%[10 µM]	-9%	-14%
#8 CCn1c(O)c(C=NCCc2c[nH]c3ccccc23)c(=O)[nH]c1=O
 : 0%	3%	8%	3%	-6%	7%	-3%	-7%
#13 O=c1[nH]c(=O)n(Cc2ccco2)c(O)c1C=NCCCn1ccnc1
 : 0%	9%	-2%	1%	-8%	16%[10 µM]	-5%	8%
#17 C=C(C)[C@H]1O[C@H]2CC[C@@]3(C)[C@@](O)(CC[C@H]4[C@@H]5OC(C)(C)[C@H]6C[C@@H]7C(=C)Cc8c(Cl)cc9[nH]c(c5c9c8[C@@]76O)[C@@]43C)[C@]23O[C@@H]3[C@H]1O
 : -3%	-15%	6%	u	-1%	-148%[inhibitor]	x	x
#19 COC(=O)c1c(C)[nH]c(C(=O)C(C)[N+]23CCN(CC2)CC3)c1C (centres undefined)
 : 5%	-2%	1%	1%	0%	-11%	u	1%
#20 c1ccc2[nH]c(CCNC3CCCCC3)nc2c1
 : 2%	3%	3%	1%	0%	-2%	4%	4%
#21 CC(=NCC1CCCO1)c1c(O)n(Cc2ccccc2)c(=O)[nH]c1=O (centres undefined)
 : -15%	-23%	u	-11%	-5%	-12%[10 µM]	-6%	u
#25 CCCCCOc1c(OC)ccc2cc(C(=O)NCc3ccc4c(c3)OCO4)c(=O)[nH]c12
 : 8%	-24%	14%	-17%	-5%	-88%[inhibitor]	x	x
#36 O=c1[nH]c(=O)n(Cc2ccccc2)c(O)c1C=Nc1ccc(CN2CCOCC2)cc1
 : -5%	1%	-1%	6%	-5%	-7%	5%	-5%

Assay outcomes as filed in PubChem BioAssay.

The list is partial (hit frequency here may not be typical).
